# Source: PubChem
# TAG inh – inhibitors of triacylglycerol accumulation, primary screen, cell-based, uHTS, fluorescence, H9c2; inhibition, % at 12.5 µM; H9c2 cells, Nile Red lipid (TAG) fluorescence; cells loaded with 200 µM oleic acid; AID 651582, 2012; 230,000 compounds, 0.66% hits;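 active means pattern-corrected inhibition of lipid staining of at least 50% with the nuclear-stain viability signal not falling by more than 50%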;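 further: 0% = DMSO wells and 100% = triacsin C control wells; some results filed as inactive read as strong as hits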
# TAG inh DAPI viability – also measured in TAG inh; calls as there; DAPI nuclei signal change (viability), lower = more cytotoxic, %;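 whole-well DAPI fluorescence read on a plate reader as a viability signal; minus 50 percent equals half of cells still viable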
# Starred values were filed as active, the others as inactive. The list is partial (hit frequency here may not be typical).
SMILES,TAG inh,TAG inh DAPI viability
CC(C)Cc1nnc(NC(=O)CCN2C(=O)c3ccccc3C2=O)s1,-4,6
Cc1ccc(C)c(NC(=O)c2cnccn2)c1,1,-1
CCOC(=O)c1nnn(-c2nonc2N)c1-c1cccs1,-3,-6
COC(=O)C(CSCc1ccccc1)NC(=O)CSc1nc(N)cc(=O)[nH]1 (stereo not drawn),3,-12
CN1C(C)(C)c2ccccc2OS1(=O)=O,-2,5
Cc1ccc2cc(C3CC(c4ccco4)=NN3C(=O)CCC(=O)O)c(Cl)nc2c1 (stereo not drawn),11,-9
CC(C)Cn1c(N)c(C(=O)COC(=O)c2ccc3ccccc3n2)c(=O)n(C)c1=O,-5,-1
CCC(C)(C)NC(=O)C(c1cccnc1)N(C(=O)c1csnn1)c1ccc(C)cc1 (stereo not drawn),19,-5
O=C(COC(=O)c1ccc(Cl)nc1)Nc1ncc(Cl)cc1Cl,-5,5
Cc1cccc(OCC(=O)Nc2ccc3c(c2)OCCO3)c1,9,-7
CC1CCN(C(=O)COC(=O)c2ccc3c(c2)OCO3)CC1,-3,-4
CCOC(=O)/C=C/C(=O)Nc1ccc(S(=O)(=O)Nc2cc(OC)nc(OC)n2)cc1,-8,5
Cc1cccc(N(CC(=O)N/N=C/c2ccc(C(=O)O)cc2)S(=O)(=O)c2ccccc2)c1C,7,-12
Cc1c(NS(=O)(=O)c2cc(C(=O)NCCc3ccc(F)cc3)cc(Cl)c2Cl)c(=O)n(-c2ccccc2)n1C,-1,1
COC(=O)c1ccc2c(=O)n(CCCCCC(=O)NCc3ccc4c(c3)OCO4)c(=O)[nH]c2c1,14,-2
Cc1cccc(C(=O)N/C(=C\c2ccc(C)o2)C(=O)O)c1,1,-7
CCc1cc(C(=O)N2CCCc3ccccc32)sc1C,7,-6
Cc1ccnc2nc(C(=O)Nc3nnc(CC(C)C)s3)nn12,-4,5
COC(=O)[C@@H]1C[C@]2(Br)c3ccccc3N(S(=O)(=O)c3ccccc3)[C@@H]2N1C(=O)OC,11,-1
COc1ccc(NC(=O)/C(Cl)=C(/Cl)S(=O)(=O)Cc2ccccc2)cn1,48,-43
CCOP(=O)(c1ccc(N(C)C)cc1)C(O)c1c(Cl)cccc1Cl (stereo not drawn),-6,0
CCN1CCN(C(c2cccs2)C(C)NC(=S)NC2CCCCC2)CC1 (stereo not drawn),-8,7
CCN1C(=O)C(CC(=O)Nc2c(C)cccc2C)SC1=Nc1ccc(S(N)(=O)=O)cc1 (stereo not drawn),-6,-6
O=C(COC(=O)c1ccccc1O)NC(=O)NCc1ccccc1,-10,9
CC(C)C(NS(=O)(=O)c1cccs1)C(=O)NCc1ccc2c(c1)OCO2 (stereo not drawn),7,-7

# Record cards, from the list above. Values in the order: TAG inh, TAG inh DAPI viability
# CCC(C)(C)NC(=O)C(c1cccnc1)N(C(=O)c1csnn1)c1ccc(C)cc1 (stereo not drawn) across the screens: 19, -5
# COc1ccc(NC(=O)/C(Cl)=C(/Cl)S(=O)(=O)Cc2ccccc2)cn1 across the screens: 48, -43

# The listing picks up; the seven compounds before the break are reprinted first.
SMILES,TAG inh,TAG inh DAPI viability
COC(=O)[C@@H]1C[C@]2(Br)c3ccccc3N(S(=O)(=O)c3ccccc3)[C@@H]2N1C(=O)OC,11,-1
COc1ccc(NC(=O)/C(Cl)=C(/Cl)S(=O)(=O)Cc2ccccc2)cn1,48,-43
CCOP(=O)(c1ccc(N(C)C)cc1)C(O)c1c(Cl)cccc1Cl (stereo not drawn),-6,0
CCN1CCN(C(c2cccs2)C(C)NC(=S)NC2CCCCC2)CC1 (stereo not drawn),-8,7
CCN1C(=O)C(CC(=O)Nc2c(C)cccc2C)SC1=Nc1ccc(S(N)(=O)=O)cc1 (stereo not drawn),-6,-6
O=C(COC(=O)c1ccccc1O)NC(=O)NCc1ccccc1,-10,9
CC(C)C(NS(=O)(=O)c1cccs1)C(=O)NCc1ccc2c(c1)OCO2 (stereo not drawn),7,-7
O=C(/C(=C/O)N=Nc1ccccc1)c1cccs1,18,-12
CC(=O)Nc1ccc(C(=O)NCC(=O)OCc2c(F)cccc2Cl)cc1,-6,6
COC(=O)c1c(NC(=O)CSc2n[nH]c(N)n2)sc(C)c1C,-7,5
Cc1ccc(CC2(O)CC(C)N(C)CC2C)c(C)c1 (stereo not drawn),0,-6
O=[N+]([O-])c1ccc2c(c1)C(O)n1nc(-c3ccccc3)nc1S2 (stereo not drawn),-8,9
COCCNS(=O)(=O)c1ccc(-c2ccc(Cl)cc2)cc1,-9,2
Cc1ccccc1NC(=O)Cc1nc(COC(=O)C(C)C)cs1,4,-6
CN(Cc1ccccc1)C(=O)c1ccc(NC(=O)C2CCCN(C(=O)OC(C)(C)C)C2)cc1 (stereo not drawn),2,-2
COC(=O)[C@]1(CC(C)C)N[C@H](c2ccc(-c3ccc(OC)cc3)cc2)[C@@H]2C(=O)N(C)C(=O)[C@@H]21,54*,42*
CC(C)C[C@@H](CNCC(=O)[C@H](CC(C)C)NC(=O)c1[nH]cnc1C(=O)N[C@@H](C)CN)NC(=O)c1nc[nH]c1C(=O)N[C@@H](CC(=O)O)C(=O)O,17,-3
CCCS(=O)(=O)NC(=O)C1(C)CCCN(C(=O)c2ccccc2F)C1 (stereo not drawn),-8,2
O=C(C1COc2ccccc2O1)N1CCN(c2ccc(C(F)(F)F)cn2)CC1 (stereo not drawn),-5,2
CCN(CC)CCCN=Cc1c(O)n(-c2ccc(C)cc2)c(=O)c2ccccc12,5,1
COC(=O)C(NC(=O)c1ccccc1)=C1CCCCC1,-1,7
CCOC(=O)C1=C(CS(=O)(=O)c2ccc(F)c(C)c2)NC(=O)NC1c1ccc(O)c(O)c1 (stereo not drawn),-11,5
COc1ccc(OC)c(NC(=O)CN2C(=O)c3ccccc3S2(=O)=O)c1,6,5
COc1ccc(NC(=O)C[C@H]2C(=O)N(CCc3ccccc3)C[C@@H]2Cc2ccccc2)cc1,5,-12
COc1ccc(NC(=O)c2sc(=S)[nH]c2N)cc1,-4,-2
COc1ccc(NC(=O)CC2C(=O)N(Cc3ccco3)C(=S)N2C(C)C)cc1 (stereo not drawn),4,-2
CCN(C(=O)CSc1nnc(-c2ccncc2)n1-c1ccccc1)C1CCS(=O)(=O)C1 (stereo not drawn),5,-5
CCCC12CN3CC(C)(CN(C1)C3c1ccc([N+](=O)[O-])o1)C2=O (stereo not drawn),4,-2
CSCCC(=O)Nc1cc(S(=O)(=O)N2CCOCC2)ccc1N1CCN(C)CC1,-3,7
O=C(CCNS(=O)(=O)c1ccc(Br)cc1)N1CCN(c2ccccc2O)CC1,-14,3
CCCCS(=O)(=O)C1CCS(=O)(=O)C1 (stereo not drawn),4,3
COCCN1CCn2c(nc3cc(NC(=O)c4ccc(OC)cc4)ccc32)C1,5,-1
# New compounds follow.
SMILES,TAG inh,TAG inh DAPI viability
CCCC(=O)N1CCCC1(C)C(=O)Nc1cc(C)ccc1C (stereo not drawn),-4,10
CCc1ccc(NC(=O)C2=CC=CN3CCS(=O)(=O)N=C23)cc1,13,-2
Cc1ccc(CN2C(=O)CCC2C(=O)NC2CCCC2)cc1 (stereo not drawn),-2,6
C=CCNC(=O)C1CCN(c2ccc(S(=O)(=O)N3CCOCC3)cc2Cl)CC1,-16,2
O=C(COc1coc(CN2CCN(c3cccc(Cl)c3)CC2)cc1=O)NC1CCCC1,-9,-3
COc1cccc(C(=O)Nc2cccc3ccccc23)c1,-9,-2
COC(=O)c1ccc2c(=O)n(CC3CCCO3)c(SCC(=O)NCCc3ccc(S(N)(=O)=O)cc3)nc2c1 (stereo not drawn),-3,0
Nc1nc2c(ncn2COCCO)c(=O)[nH]1,-2,2
Cc1noc(NS(=O)(=O)c2ccc(N/C=C\C(=O)c3ccc(Br)cc3)cc2)c1C,1,-8
COCCCN(C(=O)CSc1nc2ccccc2c(=O)n1C)c1c(N)n(Cc2ccccc2)c(=O)[nH]c1=O,8,4
CC(NC(=O)COC(=O)CNC(=O)C1CCCCC1)c1ccccc1 (stereo not drawn),-6,-6
CC(C)CC(=O)N1CCN(C(=O)c2cccc(F)c2)CC1,-14,5
CCOc1nc(-c2ccccc2)ccc1-c1noc(-c2cccnc2)n1,6,3
NC(=O)C1CCN(C(=O)c2ccc(Cl)c(NC(=O)c3cccs3)c2)CC1,2,4
Cc1cc(C)c(SSc2nnnn2-c2ccccc2)c(C)c1,2,4
O=C(COC(=O)COc1ccccc1)Nc1ccc(OC(F)(F)F)cc1,1,-4
CC(C)(C)c1ccc(-n2ncc3c2CCCC3NC(=O)CCN2CCCCC2=O)cc1 (stereo not drawn),-5,-2
CC(=O)Nc1cc(S(=O)(=O)Nc2ccccc2)c(C)cc1C,-5,-4
COC(=O)C1=C(C(=O)OC)[C@@H]2N(C)c3ccc(OC)cc3[C@@]23C[C@@H](C(=O)OC)N(C(=O)c2ccco2)C3=N1,4,3
N#CC(C#N)=C1CCCc2sccc21,-3,1
CCCSCC(=O)Nc1ncc2c(n1)-c1ccccc1CC2,0,2
CC(C)C(=O)Nc1ccc(NC(=O)c2ccc(COc3ccccc3)cc2)cc1,18,-7
COC(=O)c1c(C(=O)OC)c2c(-c3ccccc3)cc3cccc1n32,-16,73
CCOC(=O)C1C(C(=O)OC)=C(c2ccc(OC)cc2)c2ccccc2N1S(=O)(=O)C(F)(F)F (stereo not drawn),-32,0
O=C(O)c1ccccc1C(=O)NNc1ccc(F)cc1,3,-9

# Taken from above.
# Reading for COC(=O)C1=C(C(=O)OC)[C@@H]2N(C)c3ccc(OC)cc3[C@@]23C[C@@H](C(=O)OC)N(C(=O)c2ccco2)C3=N1 under TAG inh DAPI viability: 3
# Reading for O=C(COC(=O)COc1ccccc1)Nc1ccc(OC(F)(F)F)cc1 under TAG inh DAPI viability: -4
# Reading for Cc1ccc(CN2C(=O)CCC2C(=O)NC2CCCC2)cc1 (stereo not drawn) under TAG inh DAPI viability: 6
# Reading for NC(=O)C1CCN(C(=O)c2ccc(Cl)c(NC(=O)c3cccs3)c2)CC1 under TAG inh DAPI viability: 4
# Reading for C=CCNC(=O)C1CCN(c2ccc(S(=O)(=O)N3CCOCC3)cc2Cl)CC1 under TAG inh DAPI viability: 2
# Reading for CCOC(=O)C1C(C(=O)OC)=C(c2ccc(OC)cc2)c2ccccc2N1S(=O)(=O)C(F)(F)F (stereo not drawn) under TAG inh DAPI viability: 0

# (listing goes on)
SMILES,TAG inh,TAG inh DAPI viability
COc1ccc(CNc2nccn3ccnc23)cc1,-8,-4
Cc1ccc(S(=O)(=O)N2[C@@H](c3cccc(C)c3)C(C(=O)O)=C[C@H]2CC2CCCC2)cc1,-2,-5
COc1ccc(NC(=O)C2=CC(c3cccs3)=NS(=O)(=O)N2C)cc1,-13,0
CCc1noc(C)c1C(=O)N1CCN(S(=O)(=O)c2ccccc2C(F)(F)F)CC1,0,-5
Cc1ccc(C)c(OCCC(=O)OCC(=O)NC2CCS(=O)(=O)C2)c1 (stereo not drawn),-5,6
CNC(=S)N(CCc1c(C)[nH]c2ccc(C)cc12)Cc1ccc(OC)c(OC)c1,18,2
Cc1cc(C(=O)CSc2cccc[n+]2[O-])c(C)n1-c1ccccc1,12,-2
O=C(NCCO[N+](=O)[O-])c1cccnc1,-1,3
CCc1sc(C(=O)NNC(=O)c2cncc(Br)c2)cc1C,1,-5
C/C(=N/N1CCN(Cc2cccc3ccccc23)CC1)c1ccco1,-5,10
Cc1c(Cl)cccc1-n1nnnc1-c1cccs1,5,3
CC(=O)/C(N=Nc1ccc2c(c1)OCCO2)=C(\C)O,-1,16
CCCCCCCc1c(O)nc(SCC(=O)O)[nH]c1=O,15,-9
CC(=O)c1ccc(NC(=O)c2cc(Cl)sc2Cl)cc1,-5,-1
Cc1cc(=O)oc2cc(OC(C)C(=O)N3CCCc4ccccc43)ccc12 (stereo not drawn),1,3
OCC[C@H]1C[C@@H](O)[C@H](O)[C@@]2(CCCO2)O1,0,-2
CC(=O)Nc1cc(NC(C)=O)cc(C(=O)OCC(=O)c2ccc3c(c2)NC(=O)CO3)c1,10,-3
CCOc1cccc(C(=O)Nc2cccc(NC(=O)c3ccco3)c2)c1,7,-3
COc1ccc(Cc2nc3ccccc3n2CC(=O)N/N=C/c2ccc(O)cc2)cc1OC,2,-11
Cc1ccnc(N2C(=O)c3ccccc3C2Nc2ccc3c(c2)OCCO3)c1 (stereo not drawn),12,-10

# Part of the list above, with each value named.
> CCN1CCN(C(c2cccs2)C(C)NC(=S)NC2CCCCC2)CC1 (stereo not drawn)
  TAG inh = -8	TAG inh DAPI viability = 7

> CCN1C(=O)C(CC(=O)Nc2c(C)cccc2C)SC1=Nc1ccc(S(N)(=O)=O)cc1 (stereo not drawn)
  TAG inh = -6	TAG inh DAPI viability = -6
